RSV CPE inhibition: RSV antiviral activity via CPE protection, HEp-2 cells, primary 10 µM value included (AID 2391). HEp-2 cells, RSV-induced CPE inhibition; higher % means a stronger effect. CPE inhibition, % at 10 µM; hits with a dose series show IC50 in µM. hit rate 0.13% among 310,000; in the data active means a potency from the dose series; inconclusive means CPE inhibition mostly from about 23% at the one dose, without a potency; inactive means the rest, 99 in 100 with CPE inhibition below about 21%; further: strong numbers were not always called active
Rac1 GTP hydrolysis: MgcRacGAP GTPase-activating activity inhibitors, confirmation, biochemical, ADP Hunter fluorescence; Rac GTPase-activating protein 1 (Homo sapiens); MgcRacGAP-stimulated Rac1 GTP hydrolysis, ADP Hunter fluorescence; higher % means a stronger effect; GST-tagged Rac1 F28L mutant substrate; inhibition, % at 30 µM; hits with a dose series show IC50 in µM; hit rate 0.6% among 340,000;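 active means first-screen hits whose inhibition reached a set limit at any dose in the follow-up dose series; inconclusive means inhibition above the set first-screen limit but never retested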;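 further: fluorescence reports GDP produced by GAP-driven GTP hydrolysis; strong numbers were not always called active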
Myeloid diff 2: induction of myeloid progenitor differentiation, primary screen, cell-based, flow cytometry, MLPCN library | hit rate 1% among 360,000 | ER-HoxA9 myeloid progenitors, lysozyme-GFP differentiation | calls only at 10 µM;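 active means normalized GFP-positive differentiation at or above the plate's own cutoff, the solvent-only control mean plus 3 SD; inconclusive means no clear call, values can overlap the other calls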;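 further: cells exposed to compound for four days before flow analysis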
T cell modulator: modulators of CD8 T cell-vesicle binding, primary screen, mouse 2C CD8+ T cells, flow cytometry; hit rate 0.068% among 330,000; calls only at 7 µM; AID 2052, 2009; 2C CD8+ T cell-vesicle binding; active compounds read low;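 active means response, share of CD8 T cells binding vesicles, and their 90th percentile fluorescence all below set limits, cut at about 80% in these data, passing the limit was not always enough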
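System: murine 2C transgenic CD8+ T lymphocytes; also added: QL9-loaded Drosophila micro-vesicles; times: binding 1.5 h at 37 °C; measured by: flow cytometry, PE anti-B7-1 (FL2) versus Alexa647 anti-CD8 (FL8), PFA-fixed; control set: Peptide-free naked vesicles (low) and QL9 vesicles with 0.7% DMSO vehicle (high)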
bCat nuc transl: modulators of beta-catenin nuclear translocation, primary screen, imaging, HeLa cells, immunofluorescence, high-content | nuclear translocation activity, % at 5 µM | hit rate 0.3% among 190,000 | AID 1665, 2009;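 active means nuclear translocation activity above 50% at 5 µM, with a well cell count of 50 or more; inconclusive means wells under 50 cells across six images, flagged as toxic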;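 further: per-cell ratio of nuclear to cytoplasmic median beta-catenin stain intensity; plate controls were DMSO negative control for no effect and GSK-3 inhibitor IX positive control for full effect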
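Read-out: Nuclear/cytoplasmic beta-catenin signal ratio, % activation | Assay system: Human HeLa cell line | Times: 24 h compound exposure at 37°C, 5% CO2 | Signal: Fluorescence imaging of beta-catenin antibody stain plus DAPI | Dosing: 5 µM primary, 0.02–20 µM confirmation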
SV40 large T antigen: SV40 large T antigen inhibitors, biochemical (AID 1903); SV40 large T antigen ATPase/helicase inhibition assay; higher % means a stronger effect; one-dose inhibition, % at 20 µM; IC50 in µM for titrated hits; hit rate 0.39% among 310,000; in the data active means a potency from the dose series; inconclusive means inhibition mostly from about 32% at the one dose, without a potency; inactive means the rest, 99 in 100 with inhibition below about 32%; further: strong numbers were not always called active
WT yeast gro inh: growth inhibition of WT strain, primary screen, mitochondrial fusion inhibitor project, WT and mutant strains, chemical genetic; mitochondrial fusion phenotypic screen; inhibition, % at 10 µM; hit rate 2.1% among 190,000; in the data active means inhibition above about 58%; tested in S. cerevisiae
PhoP inhibition: inhibitors of PhoP regulon expression, primary screen, Salmonella Typhimurium, GFP reporter (AID 1863). S. Typhimurium PhoP-regulated promoter GFP reporter, 4 h; higher % means a stronger effect. inhibition, % at 50 µM, or IC50 in µM where a hit was titrated. hit rate 0.16% among 300,000;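 active means inhibition over 29.93%, a cutoff 3 SD above the screen mean, later confirmed by dose response; inconclusive means inhibition over 29.93% but no dose response follow-up; inactive means inhibition at most 29.93% or unconfirmed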;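 further: 0% = low Mg2+ inducing control and 100% = high Mg2+ repressing control; strong numbers were not always called active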
West Nile virus CPE: West Nile virus antiviral activity, cell-based, CPE readout (AID 1621); West Nile virus-infected cells, CPE inhibition; higher % means a stronger effect; hit rate 0.02% among 290,000; CPE inhibition, % at 10 µM; hits with a dose series show IC50 in µM; in the data active means a potency from the dose series; inconclusive means CPE inhibition mostly from about 3.7% at the one dose, without a potency; inactive means the rest, 99 in 100 with CPE inhibition below about 2.2%; further: strong numbers were not always called active
WT yeast gro inh mutant strain: also measured in WT yeast gro inh; calls as there; inhibition, %; mitochondrial fusion phenotypic screen, mutant strain inhibition
bCat nuc transl cell count 5 µM: recorded beside bCat nuc transl, whose call it bears; cell count; measured here: cell count, cytotoxicity flag
T cell modulator vesicle-bound %: recorded beside T cell modulator, whose call it bears; double positive events, %; measured here: CD8+ vesicle-bound cell fraction;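 binding gate set so that unloaded-vesicle control wells show 10% double positive cells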
Myeloid diff 2 GFP+ MAC1+ %: second read-out of Myeloid diff 2, no call of its own (marks repeat the call); GFP+ MAC1+ double positive, %; measured here: differentiation confirmed by MAC1 staining
* = called active by the depositor; i = inactive; ? = inconclusive; · = no result given.

compound,RSV CPE inhibition,Rac1 GTP hydrolysis,Myeloid diff 2,Myeloid diff 2 GFP+ MAC1+ %,T cell modulator,T cell modulator vesicle-bound %,bCat nuc transl,bCat nuc transl cell count 5 µM,SV40 large T antigen,WT yeast gro inh,WT yeast gro inh mutant strain,PhoP inhibition,West Nile virus CPE
O=C(NC1CCCCC1)C1CCN(S(=O)(=O)c2cccc3cccnc23)CC1,0.9%,6%,i,1.8,i,44,0.6,1227,2%,-5,-2,7%,-0.5%
O=C(NC(=S)Nc1ccc(NC(=O)c2cccs2)cc1)c1ccc([N+](=O)[O-])cc1,0.4%,6%,i,0.2,i,38,-1.6,1173,6%,-25,-2,6%,-0.4%
COc1ccc(NC(=O)c2cc(-c3ccc4c(c3)OCO4)on2)cc1OC,1.6%,5%,i,0.7,i,42,·,·,-8%,·,·,8%,3.1%
C/C(=N\O)C(=O)NCCN(C)C,1.3%,6%,i,0.2,i,43,-0.4,954,7%,-14,-12,5%,2.3%
COc1ccc(/C=C/C(=O)N2CCNC(=O)C2)c(OC)c1,3.2%,4%,i,0.3,i,52,-0.5,1161,-2%,-11,10,3%,-0.3%
CCc1nnc(NS(=O)(=O)c2ccc(NC(=O)c3ccc(C#N)cc3)cc2)s1,1.5%,-4%,i,1.1,i,65,·,·,-2%,·,·,3%,0.2%
Cc1[nH]c2c(C(=O)N3CCCC(CCC(=O)NCc4ccccc4F)C3)cccc2c1C (centres undefined),4.2%,0%,i,0.4,i,36,6.3,1386,-40%,18,10,2%,-0.5%
Cc1ccc2nc(SCC(=O)N3CCN(C(=O)c4ccco4)CC3)[nH]c2c1,1.3%,7%,?,·,i,45,-0.4,1068,9%,-5,-12,6%,-0.3%
Cc1cccc(CCN2C(Nc3ccccc3)=NC[C@@H]2C)c1,-0.7%,9%,i,0.6,i,21,·,·,19%,·,·,·,·
Cc1sc2nc(CSCC(=O)NC(C)(C)C)[nH]c(=O)c2c1C,-0.1%,7%,i,0.2,i,4,-3.6,1065,6%,-15,-4,-3%,0.4%
CCOC(=O)c1ccc(NC(=O)CN2C(=O)C(=O)N(CC(C)C)C2=O)cc1,-1.1%,4%,i,0.3,i,40,·,·,4%,10,14,-8%,0.5%
COC(=O)c1cc(CSC(=N)N)ccc1OCCC(C)C,-0.4%,11%,i,0.3,i,20,-1.0,1329,8%,·,·,-1%,-1.0%
CC1(c2ccccc2)CC(c2ccccc2)=Nc2ccccc2N1 (centres undefined),0.3%,-3%,i,0.1,i,16,1.7,1319,31%,·,·,-12%,-0.1%
COC(=O)c1ccccc1NC(=O)NCc1ccccn1,1.6%,9%,i,1.2,i,49,1.2,995,8%,5,0,9%,0.2%
COc1cc(OC)c(C2C(C(=O)Nc3ccccc3)=C(C)Nc3ncnn32)cc1OC (centres undefined),-0.5%,6%,i,0.9,i,25,-2.7,965,1%,8,20,-8%,-0.2%
CCOc1cc(C)c(S(=O)(=O)NC2CC(C)(C)NC(C)(C)C2)cc1C,-2.2%,3%,i,0.1,i,44,0.0,1062,4%,1,2,-8%,0.3%
COc1ccc(N2CCN(C(c3ccc4ncccc4c3)c3nnnn3C(C)C)CC2)cc1 (centres undefined),3.0%,19%,i,0.3,i,28,0.9,1298,27%,·,·,-2%,0.1%
O=S(=O)(c1cccs1)N1CCC2(CC1)OCCO2,0.9%,6%,·,·,i,44,·,·,14%,·,·,-6%,0.2%
O=C(CNC(=S)N(Cc1ccccc1)Cc1cccs1)NCc1ccc(F)cc1,·,-2%,i,1.1,·,·,2.5,1075,15%,61*,7.5*,0%,-2.0%
Cc1ccc(O)c(NC(=O)C2CCCN2C(=O)OCc2ccccc2)c1 (centres undefined),2.1%,9%,i,5.0,i,10,·,·,6%,·,·,-9%,-0.6%
COc1ccccc1/C=C/CN1CCN(Cc2ccc(F)cc2)C(CCO)C1 (centres undefined),-2.5%,7%,i,0.6,i,45,-2.7,873,7%,15,11,-11%,-1.6%
COc1ccc(/C=C(\C#N)c2nc3ccc(C)cc3[nH]2)cc1Oc1ccc(C(F)(F)F)cc1[N+](=O)[O-],7.5%,7%,i,1.0,i,6,0.6,1345,0%,19,7,-24%,·
Cc1cc2c(c(SCC(=O)Nc3ccc(C)c(C)c3)n1)C(=O)OC2,0.3%,4%,i,0.4,i,10,-1.2,1111,7%,-2,-6,3%,-0.2%
CCCCOc1ccc(C2=NNC(=O)CC2)cc1,-2.8%,-5%,i,0.6,i,29,3.3,663,5%,-1,-4,-7%,-0.5%
COC(=O)C1=CN(c2ccc(OC)cc2)C=C(C(=O)OC)C1c1cc(OC)c(OC)cc1OC,1.8%,4%,i,1.9,i,18,·,·,24%,·,·,-6%,-0.7%
COc1cc(C)nc(N2CCCC(C(=O)NC3CCC(C)CC3)C2)n1 (centres undefined),0.3%,·,·,·,i,15,-5.1,856,·,·,·,·,-0.8%
O=C(CN(Cc1ccccc1)S(=O)(=O)c1cccc(C(F)(F)F)c1)NC1CCCCC1,0.7%,5%,i,0.3,i,10,1.5,1093,11%,-7,1,-8%,-0.7%
O=C(/C=C/c1ccc(F)cc1)NCCCN1CCN(CCCNC(=O)/C=C/c2ccc(F)cc2)CC1,0.3%,8%,i,0.4,i,44,·,·,4%,12,5,3%,-1.0%
Cc1ccccc1CS(=O)(=O)Cc1ccc(C(=O)N2CCOCC2)o1,-0.1%,5%,i,0.5,i,31,2.5,1414,11%,·,·,-8%,·
CC(=O)N1c2ccc(S(=O)(=O)NCC3CCC(C(=O)N4CCCC(C)C4)CC3)cc2CC1C (centres undefined),·,11%,i,5.7,i,31,·,·,12%,·,·,-1%,-0.1%

The results go on.
compound,RSV CPE inhibition,Rac1 GTP hydrolysis,Myeloid diff 2,Myeloid diff 2 GFP+ MAC1+ %,T cell modulator,T cell modulator vesicle-bound %,bCat nuc transl,bCat nuc transl cell count 5 µM,SV40 large T antigen,WT yeast gro inh,WT yeast gro inh mutant strain,PhoP inhibition,West Nile virus CPE
O=C(COC(=O)c1cccc(OC(F)F)c1)NC1CCCC1,5.3%,11%,i,0.3,i,53,·,·,4%,·,·,-6%,0.3%
Cc1nnc(SCC(=O)N(Cc2ccccc2)C(C)(C)C)[nH]c1=O,-0.4%,10%,i,0.0,i,66,1.6,1535,-5%,6,11,4%,-0.2%
Nc1nc(SCC(=O)N2CCCCC2)[nH]c(=O)c1NC(=O)c1ccccc1F,1.1%,14%,i,0.4,i,60,·,·,12%,·,·,-3%,-0.3%
CC(=O)C1=C(C)N(Cc2ccccc2)C(=O)N[C@H]1CCc1ccccc1,1.9%,-4%,i,2.6,i,44,·,·,10%,1,-17,6%,-0.2%
O=C(c1ccccc1)N1CCN(C(=O)C2CC2)CC1,1.8%,4%,·,·,i,24,·,·,6%,·,·,-2%,-0.1%
Cn1nnc2cc(C(=O)N3CCN(c4ccccn4)CC3)ccc21,0.3%,-3%,i,1.1,i,32,·,·,26%,·,·,2%,-0.2%
O=C(O)C1=C[C@H](c2csc3ccccc23)C[C@H](OCCCCO)O1,0.4%,6%,i,1.6,·,·,-2.5,1207,9%,-11,-6,-10%,0.3%
CCc1cccc(NC(=O)CN(C)S(=O)(=O)c2cccs2)c1,1.4%,9%,i,0.4,i,42,-1.1,1114,14%,-3,-8,-8%,-0.4%
CC(=O)c1cccc(NC(=O)c2ccc(CN3CCc4ccccc4C3)cc2)c1,3.4%,-6%,i,0.2,i,55,·,·,10%,·,·,4%,-0.5%
Cc1ccc(Nc2nc(NCCCN3CCOCC3)nc(N)c2[N+](=O)[O-])cc1C,7.8%,9%,i,0.1,i,7,-0.2,1081,8%,27,6,-12%,0.5%
CCOc1ccc(C2C(C(=O)C3CC3)N3C=C(C#N)C=CC3C2(C#N)C#N)cc1 (centres undefined),11%,·,·,·,i,41,2.6,1369,25%,-8,-9,4%,-0.6%

Whole records from above. Values in the order: RSV CPE inhibition | Rac1 GTP hydrolysis | Myeloid diff 2 | Myeloid diff 2 GFP+ MAC1+ % | T cell modulator | T cell modulator vesicle-bound % | bCat nuc transl | bCat nuc transl cell count 5 µM | SV40 large T antigen | WT yeast gro inh | WT yeast gro inh mutant strain | PhoP inhibition | West Nile virus CPE
Nc1nc(SCC(=O)N2CCCCC2)[nH]c(=O)c1NC(=O)c1ccccc1F as listed: 1.1% | 14% | i | 0.4 | i | 60 | · | · | 12% | · | · | -3% | -0.3%
CCc1cccc(NC(=O)CN(C)S(=O)(=O)c2cccs2)c1 as listed: 1.4% | 9% | i | 0.4 | i | 42 | -1.1 | 1114 | 14% | -3 | -8 | -8% | -0.4%

An excerpt from above in order of the RSV CPE inhibition value, ascending:
SMILES	RSV CPE inhibition	Rac1 GTP hydrolysis	Myeloid diff 2 GFP+ MAC1+ %	T cell modulator	T cell modulator vesicle-bound %	SV40 large T antigen	WT yeast gro inh mutant strain	PhoP inhibition	West Nile virus CPE
Cc1sc2nc(CSCC(=O)NC(C)(C)C)[nH]c(=O)c2c1C	-0.1%	7%	0.2	i	4	6%	-4	-3%	0.4%
COc1cc(C)nc(N2CCCC(C(=O)NC3CCC(C)CC3)C2)n1 (centres undefined)	0.3%	·	·	i	15	·	·	·	-0.8%
COc1ccc(/C=C(\C#N)c2nc3ccc(C)cc3[nH]2)cc1Oc1ccc(C(F)(F)F)cc1[N+](=O)[O-]	7.5%	7%	1.0	i	6	0%	7	-24%	·

Bioassay records as filed in PubChem BioAssay.
